Bioassay records (PubChem BioAssay)
FUS suppressor – suppressors of FUS proteinopathy in yeast; AID 1347120; S. cerevisiae FUS-expressing, growth rescue, OD600, 24 h; 390,000 compounds, 0.24% hits; Potency, µM (highest dose often 76.6 µM), for inactives: top-dose growth rescue (activation), usual class: activators;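 note: plate controls were DMSO vehicle for no effect and reference control for full effect; nearly all actives have a fitted effect of over 55% in size; some results filed as inactive show a strong effect at the top dose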
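Read-out: OD at 600 nm after 24hr at 30C, reporting rescue of FUS-induced yeast toxicity. Cells at OD 0.005 in galactose (2%) minimal medium; compounds tested in a dilution series; CP55940 titration from 92uM final as control.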
aSyn rescue – alpha-synuclein toxicity inhibition in yeast; Yeast expressing alpha-synuclein, growth rescue, BacTiter-Glo, 24 h; Potency, µM (doses to about 46.1 µM), for inactives: at the top dose growth rescue (activation), usual class: activators; 370,000 compounds, 0.14% hits; AID 652106; note: % of control where 0% means no effect; nearly all actives have a fitted effect of over 65% in size
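Rescue of yeast growth: cells expressing toxic alpha-synuclein, induced in galactose at OD600 0.02, incubated with compound 24 h at 30 C. ATP luminescence quantified growth; inhibitors of toxicity appear as activators.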
EPAC1 antag – EPAC1 (human) antagonism; O95398; Potency, µM (highest dose often 115 µM), without a hit: top-dose activity change, negative = inhibition, hits mostly inhibitors; EPAC1 GEF assay, Rap1b-BODIPY-GDP exchange fluorescence; 360,000 compounds, 0.14% hits;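 note: plate controls were vehicle for no effect and positive control for full effect; nearly all actives have a fitted effect of over 50% in size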
TDP43 rescue – rescues yeast growth from TDP-43 toxicity; TDP-43 expressing yeast growth rescue, BacTiter-Glo, 24 h; Potency, µM (highest dose often 46.1 µM), inactives show at the highest dose growth rescue (activation), hits mostly activators; 410,000 compounds, 1.8% hits; note: % of control where 0% means no effect; nearly all actives have a fitted effect of over 50% in size
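Growth rescue of TDP-43-toxic yeast measured as ATP luminescence (BacTiter-Glo). Cells grown to mid-log in raffinose, induced in galactose at OD600=0.02, exposed to compound 24 hr at 30 deg C.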
PTHR1 agonist – agonists of human PTHR1 parathyroid hormone receptor; Q03431; HEK293 GP2 PTHR1 cells, GloSensor cAMP luminescence, 1 h; Potency, µM (top dose mostly 115 µM), for the others: at the top dose activation, actives largely listed as activators; 410,000 compounds, 0.075% hits; AID 743266; note: nearly all actives have a fitted effect of over 55% in size; some results filed as inactive show a strong effect at the top dose; inactives centre near -15; many of its hits are not listed in these tables
Target sequence (Q03431 whole entry, looked up): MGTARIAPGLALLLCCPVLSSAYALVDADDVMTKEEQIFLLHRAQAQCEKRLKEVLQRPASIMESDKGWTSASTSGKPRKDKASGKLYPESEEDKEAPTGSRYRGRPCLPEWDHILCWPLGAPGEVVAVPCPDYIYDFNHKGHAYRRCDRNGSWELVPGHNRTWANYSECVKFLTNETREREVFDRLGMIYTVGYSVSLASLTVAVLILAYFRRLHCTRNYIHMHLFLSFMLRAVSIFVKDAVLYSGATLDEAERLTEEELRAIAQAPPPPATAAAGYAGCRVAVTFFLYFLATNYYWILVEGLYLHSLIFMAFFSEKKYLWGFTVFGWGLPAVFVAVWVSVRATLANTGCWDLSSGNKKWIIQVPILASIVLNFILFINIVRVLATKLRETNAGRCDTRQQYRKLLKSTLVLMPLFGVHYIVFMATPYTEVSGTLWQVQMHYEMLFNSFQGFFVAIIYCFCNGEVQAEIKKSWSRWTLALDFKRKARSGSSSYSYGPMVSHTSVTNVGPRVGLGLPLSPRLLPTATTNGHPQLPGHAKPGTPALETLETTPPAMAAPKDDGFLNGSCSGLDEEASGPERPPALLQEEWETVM
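HEK-293-derived GP2 cells expressing PTHR1 and a GloSensor cAMP reporter, 3,000/well, plated overnight, given luciferin plus IBMX (each 0.5 mM as added) for 1 h at 37 °C, then compound for 1 h at 37 °C. Luminescence was read after 15 min at room temperature.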
EPAC2 antag – EPAC2 (human) antagonism. EPAC2 GEF exchange of Rap1B-BODIPY-GDP, fluorescence. Potency, µM (doses to about 114 µM), for inactives: top-dose activity, negative = inhibition, usual class: inhibitors. AID 720708. 360,000 compounds, 0.18% hits. Q8WZA2; note: % is set by controls: 0 for no effect and ±100 for the full control effect; nearly all actives have a fitted effect of over 45% in size; many of its hits are not listed in these tables
EPAC1 ag – agonists of human EPAC1; 360,000 compounds, 0.073% hits; EPAC1 agonist qHTS, biochemical assay; response scale: 100% = response to 6.5 mM cAMP; Potency, µM (top dose mostly 154 µM), without a hit: at the top dose activation, actives largely listed as activators; note: nearly all actives have a fitted effect of over 60% in size
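Multi-concentration qHTS readout: loss of Rap1B-bound BODIPY-GDP fluorescence driven by 100 nM EPAC1 with excess GDP (50 uM), monitored kinetically at room temperature; agonist response expressed relative to 6.5 mM cAMP.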
EPAC2 ag – agonists of human EPAC2 (RAPGEF4); EPAC2 activation, biochemical qHTS; response scale: 100% = 6.5 mM cAMP response; Potency, µM (doses to about 154 µM), without a hit: top-dose activation, most hits filed as activators; 360,000 compounds, 0.079% hits; note: nearly all actives have a fitted effect of over 50% in size
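Exchange assay: 100 nM EPAC2 with 250 nM Rap1B-BODIPY-GDP and 50 uM GDP. Fluorescence (ex 480/em 540 nm) read every 5 min for 30 min at room temperature. Data normalized to 6.5 mM cAMP as agonist control.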
* marks the source's active call; other numbers are inactive results; i = inactive; ? = inconclusive; · = not tested or not shown; & = joins results of further samples; [ ] = dose if it differs, or a comment. Calls come from the whole dose curve; as a rule, active = well fitted curve in the direction sought with a large enough effect; inconclusive = small, poorly fitted or top-dose-only effect, or another doubt; inactive = no such curve, though single readings can be large; an effect the other way counts as inactive or inconclusive. Potency is the fitted concentration of half-maximal effect. Only part of the results is shown, so the mix of outcomes need not match the whole.

compound	FUS suppressor	aSyn rescue	EPAC1 antag	TDP43 rescue	PTHR1 agonist	EPAC2 antag	EPAC1 ag	EPAC2 ag
Cc1cc(C)n(/N=C/c2ccc(C(C)C)cc2)c(=O)c1C#N	-25.6%	1.4%	2.8%	10.7%	-17.7%	2.1%	-1.5%	-10.2%
CCc1nnc(NS(=O)(=O)c2ccc(NCc3cc(Br)ccc3O)cc2)s1	·	5.3%	-26.5%	-3.3%	10.9%	?	-6.6%	-1.1%
CN1C2CCC1/C(=C\c1ccc(F)cc1)C(=O)/C2=C/c1ccc(F)cc1	·	4.8%	0.6%	7.6%	-26.7%	1.6%	4.6%	-3.1%
COc1ccc(C(C#N)N2CCOCC2)cc1 (centres undefined)	-2.5%	-2.9%	-12.8%	3.3%	0.0%[57.5 µM]	-7.1%	2.4%	4.9%
COc1ccc(/C=C(/NC(=O)c2ccccc2)C(=O)N/N=C/c2sccc2C)cc1	22.7%	-4.7%	-24.4%	-11.3%	i	0.5%	9.6%	15.6%
Cc1ccc(C)c(NS(=O)(=O)c2ccc3[nH]c(=O)[nH]c3c2)c1	-9.1%	0.2%	-1.2%	-3.5%	-2.5%	5.5%	-6.2%	4.0%
Oc1cc2ccccc2nc1-c1ccccc1Cl	-2.3%	-5.2%	5.3%	-14.0%	i	8.4%	0.8%	4.0%
O=C(COc1ccccc1Cl)Nc1ccc(C(=O)N2CCCCC2)cc1	11.2%	10.0%	-14.2%	0.0%	-42.0%[inhibitor]	1.9%	6.6%	11.5%
O=C(Oc1ccc2ccc(OC(=O)N3CCCCCC3)cc2c1)N1CCCCCC1	·	0.3%	2.6%	0.0%	-7.1%	-5.7%	-9.4%	4.7%
O=C(N[C@@H]1CCC(=O)N(CC[C@H](Oc2ccccc2)c2ccccc2)CC1)OCc1ccccc1	36.7%	27.5%	0.4%	-4.1%	-15.7%	7.6%	-11.5%	6.2%
O=C(CSC1=NNC(c2ccccn2)S1)Nc1ccc(C(F)(F)F)cc1 (centres undefined)	5.2%	7.94µM*	2.2%	15.2%	-12.8%	1.6%	8.8%	4.2%
Cn1cccc1CC(=O)NNC(=S)Nc1ccc(Cl)cc1	9.0%	-1.5%	-3.2%	0.0%	-0.5%	-2.4%	10.2%	11.0%
COC(=O)[C@]12CCCCC=C1N(CCc1ccc(OC)c(OC)c1)C(=O)[C@H](CC(=O)N1CCOCC1)C2	9.5%	-5.6%	2.8%	12.9%	-5.7%	2.6%	5.0%	6.8%
OC(CSc1c(Cl)cccc1Cl)CN1CCN(c2ccc(F)cc2)CC1 (centres undefined)	8.6%	6.5%	-25.2%	-16.0%	-12.3%	?	7.2%	7.4%
Cc1ccc(/C=N/c2sc(Cc3ccccc3)c(C)c2C(N)=O)o1	·	-1.6%	1.0%	16.1%	-15.2%	-0.4%	8.9%	5.1%
COc1ccccc1OCCC(=O)OCC(=O)NC(=O)NC(C)(C)C	30.8%	1.5%	7.2%	-2.1%	i	0.4%	-8.1%	-3.8%
C#CCN(C)CCCOc1ccc(Cl)cc1Cl	-13.9%	0.4%&2.5%	-27.7%	19.3%	-28.7%	-28.6%	-10.8%	2.2%
COCCCn1c(Cc2csc(Nc3cccc(Cl)c3)n2)nnc1SCC(=O)OC1CCCCC1	41.3%	1.2%	-2.8%	15.6%	-86.8%[inhibitor][57.5 µM]	-15.1%	10.9%	-4.6%
COc1ccc(OC)c(-n2c(SCC(N)=O)nnc2-c2c[nH]c3ccccc23)c1	-16.7%	2.1%	?	9.1%	i	1.8%	0.8%	0.7%
Cn1c(=O)c2c(nc(NCC3CCCO3)n2C)n(C)c1=O (centres undefined)	-18.7%	-0.4%	2.1%	-12.6%	-9.3%[57.5 µM]	8.3%	-1.7%	-4.3%
CN(C)CCN(C(=O)c1ccc2ccccc2c1)c1nc2c(F)cc(F)cc2s1	-9.3%	-21.1%	-3.1%	10.3%	20.6%	5.7%	1.2%	18.6%
CC(C)Cn1c(=O)[nH]c2ccccc21	0.9%	12.0%	-6.2%	18.2%	-19.0%[57.5 µM]	-2.3%	1.7%	9.4%
S=C(Nc1ccc2c(c1)OCCO2)Nc1ccc2c(c1)OCO2	-1.8%	-0.1%	14.7%	21.3%	-43.3%	-5.6%	-13.7%	-2.5%
OCc1cc(CO)c(O)c(CCc2ccccc2)n1	-9.6%	-12.0%	-5.2%	-14.7%	i	9.0%	-1.7%	-6.7%

In a second layout: 3 of the compounds above.
COc1ccc(OC)c(-n2c(SCC(N)=O)nnc2-c2c[nH]c3ccccc23)c1
  FUS suppressor: -16.7%
  aSyn rescue: 2.1%
  EPAC1 antag: ?
  TDP43 rescue: 9.1%
  PTHR1 agonist: i
  EPAC2 antag: 1.8%
  EPAC1 ag: 0.8%
  EPAC2 ag: 0.7%

Cn1c(=O)c2c(nc(NCC3CCCO3)n2C)n(C)c1=O (centres undefined)
  FUS suppressor: -18.7%
  aSyn rescue: -0.4%
  EPAC1 antag: 2.1%
  TDP43 rescue: -12.6%
  PTHR1 agonist: -9.3%[57.5 µM]
  EPAC2 antag: 8.3%
  EPAC1 ag: -1.7%
  EPAC2 ag: -4.3%

CN(C)CCN(C(=O)c1ccc2ccccc2c1)c1nc2c(F)cc(F)cc2s1
  FUS suppressor: -9.3%
  aSyn rescue: -21.1%
  EPAC1 antag: -3.1%
  TDP43 rescue: 10.3%
  PTHR1 agonist: 20.6%
  EPAC2 antag: 5.7%
  EPAC1 ag: 1.2%
  EPAC2 ag: 18.6%

Other results:
compound	FUS suppressor	aSyn rescue	EPAC1 antag	TDP43 rescue	PTHR1 agonist	EPAC2 antag	EPAC1 ag	EPAC2 ag
COc1cc([N+](=O)[O-])cc(/C=N/NC(=O)Cn2cncn2)c1O	-6.7%	-2.5%	-9.6%	?	i	-6.9%	4.5%	1.9%
Cc1cnc(CN(C)C(=O)CC2C(=O)NCCN2Cc2cccc(F)c2F)[nH]1 (centres undefined)	22.0%	1.1%	3.5%	-3.9%	i	-9.5%	-4.9%	-10.8%
CCOC(=O)C1(Cc2cccc(OC)c2)CCN(Cc2cccc(OCC)c2O)CC1	9.7%	1.8%	8.3%	-4.9%[0.397 µM]	-19.9%	2.5%	0.5%	9.4%
CC1Oc2ccccc2N(CC(=O)NCCc2ccccc2)C1=O (centres undefined)	·	1.1%	8.2%	18.1%	i	13.2%	9.9%	-21.2%
COc1ccc(C(=O)Nc2c(N)nc(SCC(=O)NCC3CCCO3)[nH]c2=O)cc1 (centres undefined)	3.4%	-10.9%	-18.2%	-6.7%	i	-5.1%	3.2%	9.4%
O=C(NC1(C(F)(F)F)C(=O)Nc2c1c(=O)[nH]c(=O)n2-c1ccccc1)c1cccnc1 (centres undefined)	5.0%	1.6%	-1.4%	17.2%	i	-1.5%	0.2%	8.2%
CC(C)CC(c1nnnn1C(C)(C)C)N1CCN(Cc2ccccc2)CC1 (centres undefined)	0.0%	-6.8%	-2.4%	-7.5%	-6.4%	11.6%	-8.9%	8.2%
CCOC(=O)CC(NC(=O)CCc1c(C)nc2nc(C)nn2c1C)c1ccc(OC(C)C)cc1 (centres undefined)	-3.4%	14.3%	6.4%	-13.2%[0.397 µM]	i	10.1%	0.6%	-4.5%
O=S(=O)(c1ccccc1)C1CC1(c1ccccc1)c1ccccc1 (centres undefined)	·	7.9%	-17.7%	-2.1%	-15.2%	-2.1%	11.0%	15.8%
CC(C)c1nnc(NC(=O)C2CCCCC2)s1	-19.1%	?	-3.1%	?	-22.8%	-7.8%	-6.2%	13.1%
CC(C)c1cc(C(=O)O)c2cnn(C(C)C)c2n1	-3.9%	-1.9%	3.3%	13.2%	-5.3%	0.6%	-9.4%	0.6%
COc1cc(C(CCN2CCOCC2)c2c(OC)cc(OC)c3c(-c4ccccc4)cc(=O)oc23)cc(OC)c1OC (centres undefined)	44.9%	1.4%	-9.8%	4.3%	-24.6%	-17.1%	-4.7%	-4.1%
Cc1cccc(CSCc2ccc(C(=O)NCC3CCCO3)o2)c1 (centres undefined)	-0.8%	2.8%	6.3%	?	-4.4%	-0.9%	-6.5%	-1.8%
O=C(COc1ncnc2sccc12)Nc1ccc(F)cc1F	-12.5%	1.9%	-13.2%	7.6%	-21.3%	-5.6%	6.8%	1.3%
NC(N)=N/N=C/c1ccc(OCc2ccccc2)c(OCc2ccccc2)c1	35.4%	-2.7%	-28.8%	-16.0%	i	-2.1%	6.6%	22.4%
CCCCOc1ccc(C(=S)N2CCC(C(N)=O)CC2)cc1	7.1%	4.3%	-6.8%	-6.7%	-16.4%	2.1%	1.8%	1.3%
Nc1cc(C(=O)c2ccccc2)ccc1N1CCOCC1	16.4%	0.1%	-0.9%	-5.0%	-13.2%[57.5 µM]	-5.8%	-0.5%	6.6%
CCOc1ccc(S(=O)(=O)Nc2c(C)n(C)n(-c3ccccc3)c2=O)cc1	-16.3%	-1.1%	-1.7%	-7.3%	-4.9%	10.1%	-2.0%	2.9%
Cc1cc(Cl)ccc1OCCCC(=O)NCCc1nnc2ccccn12	4.2%	-0.1%	-13.3%	-14.3%	i	-1.2%	-17.2%	-3.4%
CC(C)(C)NC(=O)CSC(=Nc1ccccc1F)NC#N	40.8%	-10.6%	2.4%	-22.2%	-57.6%[inhibitor][57.5 µM]	1.0%	-2.6%	-5.6%
O=C1NC[C@H](CCCCN2C[C@@H](Cc3ccccc3)N(Cc3ccccc3)C(=O)C2=O)N(CCC2CCCCC2)C1=O	14.3%	-5.4%	-0.9%	27.7%	i	-1.0%	-1.5%	5.3%
CCOc1cc(NS(=O)(=O)c2ccc(NC(C)=O)cc2)c(OCC)cc1NC(=O)C(C)C	21.8%	-6.1%	9.8%	-23.4%	-3.5%[57.5 µM]	1.8%	-0.6%	-10.3%
Cc1cc(C)n(CC(=O)NNC(=O)c2ccc(NC(=O)CC#N)cc2)n1	-0.2%	-0.5%	-5.5%	3.6%	-19.2%	-1.3%	-3.3%	4.9%
C/C(=N/OC(=O)c1ccc(C)cc1)C(=O)c1ccc(Br)cc1	-9.4%	-26.2%	-6.1%	21.3%	i	-9.3%	6.8%	6.6%
CCN1C(=O)[C@H]2[C@@H](c3ccc(C)cc3)N3C(=O)N(c4ccc(C(F)(F)F)cc4)C(=O)[C@@]3(CC(C)C)[C@H]2C1=O	?	-4.7%	?	8.2%	-24.9%	-7.5%	-18.6%	-14.6%
